Compound activity (PubChem)
All columns: NCI-60 one-dose screen, growth in % after 48 h at 10 µM unless noted; 100 = growth as untreated, 0 = no growth, -100 = all killed.
CAKI-1 – CAKI-1 renal cancer | 4.7% of 75,000 active
ACHN – ACHN renal cancer | 4.9% of 81,000 active
OVCAR-5 – OVCAR-5 ovarian cancer | 2.9% of 82,000 active | AID 1794783
OVCAR-8 – OVCAR-8 ovarian cancer | AID 1794782 | 4.4% of 81,000 active
OVCAR-3 – OVCAR-3 ovarian cancer. 7% of 79,000 active. AID 1794787
TK-10 – TK-10 renal cancer cells | 3.9% of 81,000 active
RXF 393 – RXF 393 renal cancer cells; 6.9% of 77,000 active; AID 1794773
A498 – A498 renal cancer cells. 5.4% of 76,000 active. AID 1794774
The depositor's hits bear a star; nt = no result given; & = joins results of further samples. The calls were made as follows: active = growth percent below 10; inactive = the rest. An excerpt (hit frequency here may not be typical).

SMILES | CAKI-1 | ACHN | OVCAR-5 | OVCAR-8 | OVCAR-3 | TK-10 | RXF 393 | A498
O=C(CC(=O)Nc1ccc(S(=O)(=O)NCCO)cc1)Nc1ccc(S(=O)(=O)NCCO)cc1 | 93 | 108 | 100 | 95 | 109 | 89 | nt | 97
CON1CCC(c2cn(S(=O)(=O)N(C)C)cn2)c2[nH]ccc2C1=O (stereo not drawn) | 93 | 98 | 102 | 100 | 108 | 96 | 100 | 110
COC1=C(Nc2ccccc2C)C(=O)C(OC)=C(Nc2ccccc2C)C1=O | 93 | 115 | 100 | 87 | 106 | 119 | 115 | 95
CCOc1cc(C2C(C#N)=C(c3cccs3)OC(NC)=C2[N+](=O)[O-])ccc1O (stereo not drawn) | 96 | 101 | 104 | 97 | 108 | 52 | 112 | 100
C=C(C)[C@@H]1CC=C2c3sc(-c4ccc(C)cc4)nc3C[C@@H](C)[C@]2(C)C1 | 91 | 102 | 101 | 99 | 104 | 113 | 113 | 106
Oc1ccccc1/C=N/N=C/c1c(O)ccc2ccccc12 | 92 | 80 | 102 | 81 | 81 | 101 | 109 | 123
Cc1cc(O)c(Br)cc1C | 101 | 96 | 93 | 112 | 111 | 111 | 98 | 84
CCNCCNc1cc(-c2ccc(F)cc2)c(C#N)c2nc3ccccc3n12 | 71 | 9.1* | 90 | 42 | 0.7* | 87 | 30 | -9.7*
O=C(N/N=C/c1c[nH]c2ccccc12)Nc1ccc(F)c(Cl)c1 | 32 | 42 | 60 | 50 | 19 | 81 | 18 | 67
CCOC(=O)/C=C(/C)Sc1cc(O)c2ccccc2c1O | 46 | 25 | 93 | 24 | 13 | 105 | 46 | 124
Cc1[nH]c2ccccc2c1C1=CC(=O)C=CC1=O | 97 | 59 | 103 | 89 | 37 | 92 | 115 | 121
C[C@@H]1N=C(c2csc3ccccc23)Nc2nc3ccccn3c2C1=O | 35 | 80 | 108 | 85 | 80 | 112 | nt | 61
CCOc1ccc(/C=C/c2nc(=O)c3ccccc3o2)cc1 | 91 | 100 | 117 | 83 | 77 | 110 | 90 | 70
CC1(C)[C@@H]2CC[C@]1(C)[C@@H](O)C2 | 97 | 106 | 105 | 98 | 109 | 97 | 104 | 101
CO[C@@H]1[C@H](N(C)C(=O)c2ccccc2)C[C@@H]2O[C@]1(C)n1c3ccccc3c3c4c(c5c6ccccc6n2c5c31)C(=O)NC4=O | -11* | 35 | 57 | 54 | 47 | -20* | -38* | nt
Cn1c(C(=O)c2ccncc2)cc2ccccc21 | 73 | 101 | 96 | 98 | 98 | 101 | 13 | 91
COc1ccc(C2CC(c3ccc(N4CCOCC4)cc3)=NN2c2nc(-c3ccc(F)cc3)c(C#N)c(N3CCOCC3)n2)cc1OC (stereo not drawn) | 70 | 90 | 113 | 94 | 100 | 136 | 71 | 121
N#Cc1ccccc1-c1n[nH]nc1-c1ccccc1 | 90 | 91 | 104 | 81 | 103 | 136 | 73 | 70
NC/C(=C/F)COc1ccc2nc(N3CCOCC3)oc2c1 | 66 | 107 | 104 | 104 | 127 | 80 | 65 | 47
O=C(CCCn1c(O)c(/C=C2\C=Nc3ccccc32)sc1=S)N1CCOCC1 | 94 | 100 | 104 | 92 | 106 | 127 | 114 | 108
CC(=C/c1ccccc1)/C=N/Nc1ccc(S(=O)(=O)c2ccc(N/N=C/C(C)=C\c3ccccc3)cc2)cc1 | nt | 98 | 98 | 94 | 106 | 132 | 117 | 114
CC(=O)C1CCC2C3CCC4=CC(=O)CCC4(C)C3C(O)CC12C (stereo not drawn) | 77 | 105 | 117 | 104 | 106 | 108 | 109 | 106
Nc1[nH]nc2c1-c1nc3ccccc3n1C1(CCCc3ccccc31)N2 (stereo not drawn) | 89 | 99 | 106 | 104 | 90 | 114 | 118 | 104
COC1CCC2CC(C(=O)N3CCC(C(C)C(=O)NCC4CCC(F)CC4)CC3)NC2C1 (stereo not drawn) | nt | 73 | 102 | 71 | 76 | 82 | 93 | 64

2 of the compounds above, with two lines to a compound.
Values in the order: CAKI-1, ACHN, OVCAR-5, OVCAR-8, OVCAR-3, TK-10, RXF 393, A498
NC/C(=C/F)COc1ccc2nc(N3CCOCC3)oc2c1
    66, 107, 104, 104, 127, 80, 65, 47
O=C(CCCn1c(O)c(/C=C2\C=Nc3ccccc32)sc1=S)N1CCOCC1
    94, 100, 104, 92, 106, 127, 114, 108

Further compounds:
SMILES | CAKI-1 | ACHN | OVCAR-5 | OVCAR-8 | OVCAR-3 | TK-10 | RXF 393 | A498
COc1cc(CNC(=O)/C=C/c2ccccc2)ccc1OCc1cn(-c2ccc(Cl)cc2)nn1 | 77 | 92 | 101 | 74 | 83 | 98 | 90 | 47
CCOC(=O)C(F)C(=O)OCC | 76 | 65 | 111 | 98 | 124 | 108 | 107 | 100
CCCCCC(=O)Oc1ccc(/C(=C(/C)Cc2ccc(OC)cc2)c2ccc(OCCCN(C)C)cc2)cc1 | 78 | 92 | 96 | 96 | 87 | 100 | 62 | nt
O=S(=O)(NCCNc1nccc(-c2c(-c3ccc(F)c(O)c3)nc3occn23)n1)c1ccc(Cl)cc1 | 93 | 77 | 127 | 86 | 104 | 122 | 58 | 98
COc1ccc(/C=C(\C#N)c2ccc(OC)cc2)cc1 | 65 | 88 | 85 | 82 | 63 | 77 | 65 | 47
Cc1cccc(C(=O)NNC(=O)c2ccccc2)c1 | 102 | 122 | 116 | 122 | 108 | 124 | 105 | nt
C=C(C)CC/C=C\C(=O)O | 99 | 94 | 88 | 95 | 106 | nt | nt | 95
N#Cc1ccccc1Cn1cc(CSc2nc3ccccc3s2)nn1 | 86 | 105 | 95 | 103 | 111 | 102 | 104 | 92
COc1cccc(Cn2cc(C(=O)Nc3cccnc3Nc3ccc(F)cc3)nn2)c1 | 95 | 97 | 126 | 103 | 100 | 104 | 86 | 79
[N-]=[N+]=NC(c1ccccc1)c1ccc(-c2ccccc2)cc1 (stereo not drawn) | 76 | 113 | 104 | 103 | 98 | 81 | 97 | 104
C=C(C)[C@@H]1CCC[C@]2(C(=O)O)CC[C@]3(C)[C@@H](CC[C@@H]4[C@@]5(C)C/C(=C/c6cccnc6)C(=O)C(C)(C)[C@@H]5CC[C@]43C)[C@@H]12 | 49 | 48 | 91 | 59 | 70 | 92 | 67 | 97
COC(=O)c1nnn(-c2ccc(S(N)(=O)=O)cc2)c1C(=O)c1ccc(OC)cc1 | 91 | 103 | 109 | 101 | 111 | 138 | 115 | 121

An excerpt from above in order of heavy-atom count, low to high:
SMILES | CAKI-1 | ACHN | OVCAR-5 | OVCAR-8 | OVCAR-3 | TK-10 | RXF 393 | A498
C=C(C)CC/C=C\C(=O)O | 99 | 94 | 88 | 95 | 106 | nt | nt | 95
CCOC(=O)C(F)C(=O)OCC | 76 | 65 | 111 | 98 | 124 | 108 | 107 | 100
Cc1cccc(C(=O)NNC(=O)c2ccccc2)c1 | 102 | 122 | 116 | 122 | 108 | 124 | 105 | nt
COc1ccc(/C=C(\C#N)c2ccc(OC)cc2)cc1 | 65 | 88 | 85 | 82 | 63 | 77 | 65 | 47
NC/C(=C/F)COc1ccc2nc(N3CCOCC3)oc2c1 | 66 | 107 | 104 | 104 | 127 | 80 | 65 | 47
CC(=O)C1CCC2C3CCC4=CC(=O)CCC4(C)C3C(O)CC12C (stereo not drawn) | 77 | 105 | 117 | 104 | 106 | 108 | 109 | 106
N#Cc1ccccc1Cn1cc(CSc2nc3ccccc3s2)nn1 | 86 | 105 | 95 | 103 | 111 | 102 | 104 | 92
Nc1[nH]nc2c1-c1nc3ccccc3n1C1(CCCc3ccccc31)N2 (stereo not drawn) | 89 | 99 | 106 | 104 | 90 | 114 | 118 | 104
O=C(CCCn1c(O)c(/C=C2\C=Nc3ccccc32)sc1=S)N1CCOCC1 | 94 | 100 | 104 | 92 | 106 | 127 | 114 | 108
COC(=O)c1nnn(-c2ccc(S(N)(=O)=O)cc2)c1C(=O)c1ccc(OC)cc1 | 91 | 103 | 109 | 101 | 111 | 138 | 115 | 121
COc1cccc(Cn2cc(C(=O)Nc3cccnc3Nc3ccc(F)cc3)nn2)c1 | 95 | 97 | 126 | 103 | 100 | 104 | 86 | 79
COC1CCC2CC(C(=O)N3CCC(C(C)C(=O)NCC4CCC(F)CC4)CC3)NC2C1 (stereo not drawn) | nt | 73 | 102 | 71 | 76 | 82 | 93 | 64
COc1cc(CNC(=O)/C=C/c2ccccc2)ccc1OCc1cn(-c2ccc(Cl)cc2)nn1 | 77 | 92 | 101 | 74 | 83 | 98 | 90 | 47
O=S(=O)(NCCNc1nccc(-c2c(-c3ccc(F)c(O)c3)nc3occn23)n1)c1ccc(Cl)cc1 | 93 | 77 | 127 | 86 | 104 | 122 | 58 | 98
CCCCCC(=O)Oc1ccc(/C(=C(/C)Cc2ccc(OC)cc2)c2ccc(OCCCN(C)C)cc2)cc1 | 78 | 92 | 96 | 96 | 87 | 100 | 62 | nt
C=C(C)[C@@H]1CCC[C@]2(C(=O)O)CC[C@]3(C)[C@@H](CC[C@@H]4[C@@]5(C)C/C(=C/c6cccnc6)C(=O)C(C)(C)[C@@H]5CC[C@]43C)[C@@H]12 | 49 | 48 | 91 | 59 | 70 | 92 | 67 | 97

(further entries)
SMILES | CAKI-1 | ACHN | OVCAR-5 | OVCAR-8 | OVCAR-3 | TK-10 | RXF 393 | A498
Cc1nc2ccc(Cl)cn2c1C(=O)NCc1ccc(OCc2cn(Cc3ccc([N+](=O)[O-])cc3)nn2)cc1 | 90 | 82 | 92 | 89 | 88 | 109 | 76 | 64
ON=C1CCSCC1 | nt | nt | 107 | 95 | 107 | 86 | 108 | 98
O=c1[nH]nc(-c2cn(-c3ccccc3)nc2-c2ccc(OCc3ccccc3)cc2)[nH]1 | 92 | 74 | 106 | 88 | 81 | 98 | 72 | 71
O=C(c1ccccc1F)N(Cc1ccc(Cl)cc1)c1ccccn1 | 90 | 88 | 100 | 76 | 88 | 100 | 97 | 94
CCCn1c(=N)c(S(=O)(=O)c2ccccc2)cc2c(=O)n3ccccc3nc21 | 83 | 95 | 101 | 101 | 104 | 86 | 102 | 40
CCCCN(CC(O)c1cc2c(c3ccccc13)CCCC2)c1ccc(OC)cc1 (stereo not drawn) | 67 | 78 | 84 | 90 | 92 | 105 | 80 | 62
Cc1cnc(C(=O)NNc2nc3sc4c(c3c(=O)n2C)C(C)CCC4)cn1 (stereo not drawn) | 2.7* | 9.5* | 2.5* | 5.3* | -2.8* | 27 | -13* | 21
Nc1nc2ccccc2o1 | 90 | 96 | 95 | 103 | 106 | 100 | 82 | 85
O=C(NCC(c1ccsc1)N1CCCCCC1)c1ccc(C(F)(F)F)cc1 (stereo not drawn) | 85 | 103 | 106 | 102 | 103 | 95 | 86 | 89
C=CCN(/C=C/CN(CC=C)CC=C)CC=C | 70 | 93 | 104 | 96 | 105 | 97 | 111 | 92
Nc1ncncc1-c1ccccc1Cl | 94&96 | 106&98 | 97&99 | 105&107 | 113&102 | 104&105 | 118&117 | 100&91
COC(=O)c1ccc(NC(N)=NCCC(C)(C)c2ccc(C(F)(F)F)cc2)nc1 | nt | 65 | 74 | 50 | nt | 50 | 59 | 52
CC(=O)Nc1ccc(C(=O)N/N=C/c2ccc(O)cc2)cc1 | 116 | 101 | 98 | 97 | 120 | 122 | 99 | 105
O=C(Nc1ccc(Cl)cc1C(=O)Nc1ccncc1)c1ccc(Cl)cc1Cl | 97 | 100 | 100 | 91 | 89 | 96 | 91 | 80
Cc1[nH]c(-c2ccc(F)cc2)cc1C(=O)NC1CCN(Cc2ccccc2)CC1 | 107 | 96 | 88 | 96 | 105 | 104 | 97 | 113
Oc1ccccc1C=Nc1ccc2[nH]ncc2c1 | nt | 93 | 103 | 96 | 100 | 127 | 115 | 94
O=c1cc[nH]c(=S)[nH]1 | 82 | 102 | 105 | 107 | 115 | 105 | 136 | 109
Cc1ccc(C)n1-c1ccsc1C(=O)NNC(=O)C(Cl)=C(Cl)Cl | 106 | 112 | 124 | 99 | 109 | 143 | nt | 106
Cc1ccc(NC(=S)NCCO)cc1 | 90 | 109 | 99 | 96 | 104 | 108 | 111 | 89
Cc1cc(Cl)nc(Cl)n1 | 103 | 109 | 89 | 96 | nt | 94 | 117 | nt
O=C(Nc1ccc2c(ccn2C(=O)c2cccc(F)c2)c1)c1ccnc([N+](=O)[O-])c1 | 91 | 104 | 102 | 100 | 113 | 90 | 109 | 82
CC(C)CCCC(C)C1CCC2C3CC=C4CC(OC(=O)CCl)CCC4(C)C3CCC12C (stereo not drawn) | 104 | 98 | 101 | 106 | 113 | 113 | 105 | 125
CCOC(=O)N(c1ccccc1)c1ccccc1 | 100 | 97 | 100 | 102 | 104 | 103 | 105 | nt
C[N+](C)(C)CC(=O)N/N=C/c1ccc(O)cc1O | 61 | 97 | 93 | 102 | 114 | 106 | 106 | 92
COc1ccc(C2=NOC(CC(=O)N3CCCCC3)C2)cc1OC1CCCC1 (stereo not drawn) | 92 | 100 | 93 | 102 | 107 | 100 | 112 | nt
O=C(/C=C/c1cn(-c2ccccc2)nc1-c1ccc(O)cc1)c1ccc(O)cc1 | 91 | 91 | 101 | nt | 100 | 130 | 96 | 65
CC(C)(C)c1ccc(C(=O)C[n+]2cccc(Br)c2)cc1 | 92 | 96 | 84 | 105 | 105 | 101 | 98 | 98
